G9a inh: qHTS Assay for Inhibitors of Histone Lysine Methyltransferase G9a; 350,000 tested, 8.8% active; Histone-lysine N-methyltransferase EHMT2 (Homo sapiens), Q96KQ7; Potency, µM (top dose mostly 102 µM), without a hit: at the top dose activity, negative = inhibition, usual class: inhibitors; G9a H3K9 monomethylation, AlphaScreen, 2 h; AID 504332, 2011; also: potency is read from the fitted curve at half-maximal effect; % is scaled to controls: 0 for no effect and ±100 for the full control effect; nearly all actives have a fitted effect of over 75% in size
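Quantitative HTS format: methyltransferase activity on a biotin-tagged H3K9 peptide is measured by AlphaScreen, using a rabbit anti-monomethyl-H3K9 antibody with streptavidin donor and anti-IgG acceptor beads. Final levels are 20 nM enzyme, 500 nM peptide, 20 uM SAM; 2 h RT.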
ERG Ets-DNA blk: qHTS for Small Molecule Inhibitors of the ERG Ets/DNA interaction; AID 624246, 2012; fluorescence polarization, His-ERG Ets domain / labelled DNA; Potency, µM (titrated, usually from 76.9 µM), without a hit: top-dose FP activity, negative = inhibition, usual class: inhibitors; Transcriptional regulator ERG (Homo sapiens), P11308; 370,000 tested, 0.028% active; active = well fitted inhibition curve with a large enough effect in the polarisation, with a control signal flat; inconclusive = small, poorly fitted or top-dose-only effect, or effect the other way, or a change in a side signal; inactive = no such curve, though single readings can be large or run the other way; the % refers to the polarisation;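 also: polarization taken with two DNA probes labelled with fluorescein and Texas red; potency is read from the fitted curve at half-maximal effect; % of control where 0% means no effect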
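His-tagged ERG Ets domain (1 uM in the protein solution; 300mM KCl, 50mM Tris-HCl, 1mM EDTA, 1mM DTT, pH 7.5) received compound, then a probe mix of 5 nM fluorescein-DNA and 100nM Texas-615-DNA. Fluorescence polarization was read for both dyes.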
Pin1 inh: qHTS Assay to Find Inhibitors of Pin1; Pin1 FP peptide displacement, HiFluor488, 10 min; 390,000 tested, 0.009% active; Potency, µM (highest dose often 115 µM), for the others: at the top dose activity, negative = inhibition, hits mostly inhibitors; active = well fitted inhibition curve with a large enough effect in the polarisation, with a control signal flat, not every such curve was filed as active; inconclusive = small, poorly fitted or top-dose-only effect, or effect the other way, or a change in a side signal; inactive = no such curve, though single readings can be large or run the other way; the % refers to the polarisation; also: potency is read from the fitted curve at half-maximal effect; % is scaled to controls: 0 for no effect and ±100 for the full control effect
Target sequence (Q13526 whole entry, looked up): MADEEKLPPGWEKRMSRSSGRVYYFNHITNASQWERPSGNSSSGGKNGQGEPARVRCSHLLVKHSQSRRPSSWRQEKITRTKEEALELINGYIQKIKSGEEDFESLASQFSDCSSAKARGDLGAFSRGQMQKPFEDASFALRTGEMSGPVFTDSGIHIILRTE
PI4K2A block: qHTS for small molecular inhibitors of PI4K2A | Phosphatidylinositol 4-kinase type 2-alpha (Homo sapiens), Q9BTU6 | purified PI4K2A, ADP-Glo luminescence, 1 h; stronger effect = lower value | activity change, negative = inhibition, % at 76.9 µM | 420,000 tested, 0.13% active; in the data active = activity change below about -50%; inconclusive = mostly about -30% to -49%;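 also: -100% = wells without enzyme as full effect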
Target sequence (Q9BTU6 whole entry, looked up): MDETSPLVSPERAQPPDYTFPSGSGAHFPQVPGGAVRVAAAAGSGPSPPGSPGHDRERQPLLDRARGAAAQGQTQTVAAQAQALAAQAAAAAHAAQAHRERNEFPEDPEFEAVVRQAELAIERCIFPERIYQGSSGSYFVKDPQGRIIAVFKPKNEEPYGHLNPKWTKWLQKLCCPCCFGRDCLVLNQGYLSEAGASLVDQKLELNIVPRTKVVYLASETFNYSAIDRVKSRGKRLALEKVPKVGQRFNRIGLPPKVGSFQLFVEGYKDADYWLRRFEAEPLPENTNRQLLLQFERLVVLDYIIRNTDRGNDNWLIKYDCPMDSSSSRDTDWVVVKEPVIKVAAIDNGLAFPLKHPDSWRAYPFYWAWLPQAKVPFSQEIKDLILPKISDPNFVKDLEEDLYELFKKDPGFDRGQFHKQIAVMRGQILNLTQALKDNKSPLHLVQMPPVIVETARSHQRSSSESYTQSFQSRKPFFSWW
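PI4K2A activity was measured by ADP-Glo luminescence: enzyme (4 ug/mL stock) and phosphatidylinositol (1.2 mM stock) in Tris pH 7.5/MgCl2/EGTA/Triton X-100 buffer were reacted with ATP (300 microM stock) for one hour at ambient temperature.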
GLS inh: qHTS for Inhibitors of Glutaminase (GLS); Glutaminase kidney isoform, mitochondrial (Homo sapiens), O94925; GLS enzymatic activity, qHTS titration; Potency, µM (doses to about 45.5 µM), for inactives: at the highest dose activity change, negative = inhibition, hits mostly inhibitors; 410,000 tested, 0.21% active; AID 624170, 2012; also: potency is read from the fitted curve at half-maximal effect; % is scaled to controls: 0 for no effect and ±100 for the full control effect
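Two-point fluorescence kinetic (t0, 30 min RT) for hKGA; glutamate detected via glutamate oxidase–HRP–Amplex Red. Substrate: 1 mM L-glutamine solution; buffer 45 mM KH2PO4, pH 8.2.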
HP1b chromo inh: HTS for Inhibitors of HP1-beta Chromodomain Interactions with Methylated Histone Tails; 390,000 tested, 0.56% active; AlphaScreen HP1-beta / biotin-H3K9me3 peptide binding; Potency, µM (highest dose often 114 µM), for inactives: top-dose activity change, negative = inhibition, actives largely listed as inhibitors; AID 540317, 2011; Chromobox protein homolog 1 (Homo sapiens), P83916; also: potency is read from the fitted curve at half-maximal effect; nearly all actives have a fitted effect of over 70% in size; inactives centre near 23
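AlphaScreen: HP1-beta (50 nM) preformed 30 min with biotin-H3(1-18)K9me3 peptide (50 nM) in PBS pH 7.4, 0.01% Tween-20. Compound added for 30 min at RT, then streptavidin donor/nickel chelate acceptor beads (10 ug/mL) for 30 min.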
Tb PGK inh: qHTS Assay to Find Inhibitors of Phosphoglycerate Kinase | Phosphoglycerate kinase, glycosomal (Trypanosoma brucei brucei), P07378 | AID 602233, 2012 | PGK/GAPDH coupled, Kinase-Glo luminescence, 60 min | 380,000 tested, 0.043% active | Potency, µM (highest dose often 57.5 µM), without a hit: at the top dose activity change, negative = inhibition, usual class: inhibitors; also: potency is read from the fitted curve at half-maximal effect; % is scaled to controls: 0 for no effect and ±100 for the full control effect; nearly all actives have a fitted effect of over 60% in size
Target sequence (P07378 whole entry, looked up): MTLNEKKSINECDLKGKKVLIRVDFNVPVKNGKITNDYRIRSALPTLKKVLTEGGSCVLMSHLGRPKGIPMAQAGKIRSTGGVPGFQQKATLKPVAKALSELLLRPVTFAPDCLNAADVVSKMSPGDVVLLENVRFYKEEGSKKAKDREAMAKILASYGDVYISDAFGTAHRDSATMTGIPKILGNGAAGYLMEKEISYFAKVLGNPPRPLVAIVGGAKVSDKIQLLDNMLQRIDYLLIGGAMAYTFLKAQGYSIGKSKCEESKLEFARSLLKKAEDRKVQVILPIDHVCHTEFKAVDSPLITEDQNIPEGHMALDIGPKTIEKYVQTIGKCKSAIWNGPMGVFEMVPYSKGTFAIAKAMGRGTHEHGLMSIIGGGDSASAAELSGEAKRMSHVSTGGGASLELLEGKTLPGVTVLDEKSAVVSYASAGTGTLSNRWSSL
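Recombinant glycosomal PGK reaction used 1,3-bisphosphoglycerate generated in-well by GAPDH (100nM final) in 100mM TEA pH 7.6, 5mM MgCl2, 0.01% Tween-20. After 60 minutes at room temperature, ATP was read by Kinase-Glo Plus luminescence end-point.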
JMJD2A Tudor inh: qHTS Assay for Inhibitors of JMJD2A-Tudor Domain; AlphaScreen JMJD2A-Tudor / H3K4me3 peptide binding; Potency, µM (highest dose often 114 µM), for inactives: at the top dose activity change, negative = inhibition, most hits filed as inhibitors; 390,000 tested, 4.4% active; AID 504339, 2011; also: potency is read from the fitted curve at half-maximal effect; % is scaled to controls: 0 for no effect and ±100 for the full control effect; nearly all actives have a fitted effect of over 50% in size
BAZ2B block: qHTS Assay for Inhibitors of BAZ2B; 360,000 tested, 4.4% active; Potency, µM (highest dose often 114 µM), inactives show at the top dose activity change, negative = inhibition, most hits filed as inhibitors; AlphaScreen BAZ2B-H3K14Ac peptide displacement; Bromodomain adjacent to zinc finger domain protein 2B (Homo sapiens), Q9UIF8; also: potency is read from the fitted curve at half-maximal effect; % is scaled to controls: 0 for no effect and ±100 for the full control effect; nearly all actives have a fitted effect of over 60% in size
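Protein-peptide AlphaScreen: BAZ2B 50 nM, b-H3K14Ac 50 nM, 1x PBS pH 7.4 + 0.01% Tween-20. Preincubation 30 min RT; cpd 30 min RT (top 110 uM); beads 20 min RT, light-protected.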
* hit, by the source's call; i = inactive; ? = inconclusive; nt = not tested or not shown; & = joins results of further samples; [ ] = remark or other dose. Unless noted, calls follow the shape of the dose curve; as a rule, active = well fitted curve in the direction sought with a large enough effect; inconclusive = small, poorly fitted or top-dose-only effect, or another doubt; inactive = no such curve, though single readings can be large; an effect the other way counts as inactive or inconclusive.

SMILES	G9a inh	ERG Ets-DNA blk	Pin1 inh	PI4K2A block	GLS inh	HP1b chromo inh	Tb PGK inh	JMJD2A Tudor inh	BAZ2B block
CC(=O)Nc1ccc(NC(=O)C(C)OC(=O)CNS(=O)(=O)/C=C/c2ccc(C)cc2)cc1 (stereo unspecified)	-31%[59 µM]	1%	-11%	2	3%	13%	4%	-10%	-6%
CCOC(=O)c1ccc(NC(=O)c2cc3c(n(-c4ccc(C)cc4)c2=O)CC(C)(C)CC3=O)cc1	?	-2%	2%	-2	-5%	36%	7%	-17%	-1%
CCCc1c(C(=O)N/N=C/C(C)=C/c2ccccc2)nnn1-c1nonc1N	18%	-10%	-8%	8	-7%	45%[activator]	-3%	-2%	-9%
C=CC(C)(C)O[C@@H]1O[C@H](CO)[C@@H](O)[C@H](O)[C@H]1O	8%[2.33 µM]	-10%	1%	4	1%	19%	-8%	-9%	-6%
CC(C)[C@H](NC(=O)c1ccc(Cl)cc1Cl)C(=O)NNC(=O)c1ccco1	nt	-5%	-3%	-9	12%	57%[activator]	i	-3%	nt
Cc1ccc(OCc2nnc(NC(=O)OCC(C)C)s2)cc1	11%[59 µM]	3%	3%	-1	6%	30%	-13%	-8%	7%
Cn1cc(CN2CCC(n3nccc3NC(=O)C3CCCC3)CC2)cn1	23%	3%	-7%	-2	-2%	42%[activator]	0%	1%	2%
CCOc1ccccc1CN(CCc1ccc2c(c1)OCO2)Cc1cccc(OC)c1OC	2.5µM*	-4%	-5%	-2	2%	?	-2%	4.5µM*	50µM*
O=C(CC1C(=O)NCCN1C1CCCC1)NCc1cccc(OC(F)(F)F)c1 (stereo unspecified)	23%	-11%	-3%	-2	65%[activator]	39%	i	-16%	4%
CCc1cc2c(=O)[nH]c(Cc3ccc(Cl)cc3)nc2s1	?	4%	13%	-1	-2%	9%	-6%	-7%	2%
Nc1nnc(CCN2C(=O)CSC2=O)s1	-6%[12.7 µM]	-2%	2%	0	-21%	-9%	-2%	-24%	-2%
Cc1nc(NC(=O)CC(C)C)sc1-c1csc(Nc2ccc(Cl)cc2Cl)n1	-12%[59 µM]	-5%	6%	0	16%	?	5%	?	?
Cc1ccc2oc(=O)c3cnn(CC(=O)NC4CCC(C)CC4)c3c2c1 (stereo unspecified)	29%	10%	20%	-7	-5%	58%[activator]	i	-1%	?
O=C(Nc1cccc(-c2nc3ccccc3s2)c1)c1cc(=O)c2ccccc2o1	?	-1%	39%[activator]	3	-23%	19%	-4%	-36%	-12%
CC1=C(C(=O)OCCOC(C)C)C(c2cc3c(cc2Br)OCO3)CC(=O)N1 (stereo unspecified)	2%[59 µM]	-3%	-3%	-4	?	14%	-4%	-17%	-3%
COc1cccc(NC(=O)CN(C)C(C)C(=O)N2CCCC2)c1 (stereo unspecified)	-1%[12.7 µM]	9%	0%	-2	-6%	43%[activator]	i	-4%	-1%
Cn1nc(-c2ccccc2)c(C(O)c2ccc(Cl)cc2)c1Cl (stereo unspecified)	16%[59 µM]	-2%	-3%	2	-6%	31%	-3%	-23%	-1%
CC(=O)c1cc2c(cc1N/C(=N/S(=O)(=O)c1ccc(C)cc1)c1ccccc1)OCO2	-3%[59 µM]	-11%&1%	6%&13%	-1&-5	-11%&2%	9%&66%	1%&3%	-1%	-30%&30%
COc1ccc(NC2=C(Cl)C(=O)N(CCc3ccccc3)C2=O)cc1	?	3%	1%	-5	7%	-20%	6%	?	-1%
CC1(C(=O)OCC(=O)c2c[nH]c3ccccc23)CC1(Cl)Cl (stereo unspecified)	-9%[59 µM]	1%	?	1	0%	59%[activator]	3%	-4%	-5%
CCC(C(=O)c1ccccc1)N(C(=O)c1ccccc1Cl)N1C(=O)C2C3C=CC(C3)C2C1=O (stereo unspecified)	nt	-6%	0%	-4	2%	14%	-12%	-21%	-1%
CCC(C)Nc1nc(N)c([N+](=O)[O-])c(Nc2cc(OC)ccc2OC)n1 (stereo unspecified)	?	10%	1%	0	0%	?	-4%	40µM*	18µM*
CCN(CC)CCN(Cc1cc2cc3c(cc2[nH]c1=O)OCO3)C(=S)NC	-1%[0.501 µM]	0%	-5%	-5	4%	12%	-3%	-16%	6%
CC(=O)Nc1ccc(/C=C2\Sc3ccccc3C2=O)cc1	0%	3%	14%	-5	4%	27%	1%	4%	?
COc1cccc(C(=O)Cn2c(=O)n(CCC(=O)NCC3CCCO3)c(=O)c3cc(OC)c(OC)cc32)c1 (stereo unspecified)	-31%	-4%	-3%	-8	0%	30%	-5%	-20%	nt
COc1ccc(CC(=O)NC2CC(=O)N(c3cccc(F)c3)C2)cc1 (stereo unspecified)	6%[59 µM]	-9%	3%	-1	4%	17%	i	-12%	2%
Cn1nnnc1SCC(=O)NC(=O)NCc1ccccc1	-21%[12.7 µM]	3%	1%	1	-5%	46%	5%	1%	7%
Cc1cccc(/N=C/c2nc(-c3ccccc3Br)oc2O)n1	-27%	4%	8%	-10	-2%	-4%	nt	-22%	0%
COc1cccc2c1OC1(C)CC2NC(=O)N1 (stereo unspecified)	18%	-10%	-5%	1	-2%	6%	-9%	-9%	11%
Oc1cc(NCc2ccc(F)cc2)cc2cccnc12	0%[12.7 µM]	nt	-13%	0	6%	40%[activator]	-5%	-28%	?

Part of the list above, showing only G9a inh, ERG Ets-DNA blk and HP1b chromo inh:
SMILES	G9a inh	ERG Ets-DNA blk	HP1b chromo inh
CCN(CC)CCN(Cc1cc2cc3c(cc2[nH]c1=O)OCO3)C(=S)NC	-1%[0.501 µM]	0%	12%
CCC(C)Nc1nc(N)c([N+](=O)[O-])c(Nc2cc(OC)ccc2OC)n1 (stereo unspecified)	?	10%	?
COc1cccc(NC(=O)CN(C)C(C)C(=O)N2CCCC2)c1 (stereo unspecified)	-1%[12.7 µM]	9%	43%[activator]

Going on with the list.
SMILES	G9a inh	ERG Ets-DNA blk	Pin1 inh	PI4K2A block	GLS inh	HP1b chromo inh	Tb PGK inh	JMJD2A Tudor inh	BAZ2B block
N#Cc1cc(C(=O)c2cc(F)ccc2O)cn(Cc2ccccc2)c1=O	10%[59 µM]	4%	4%	-24	-3%	14%	9%	-22%	-29%
COc1ccc(-n2nc(C(=O)NCC(=O)NCCCN3CCOCC3)c3ccccc3c2=O)cc1	20%	18%	1%	-1	-8%	-6%	3%	-11%	8%
COc1ccc(Cl)cc1N(C(=O)Nc1cccc(Cl)c1)C1=NCC(C)S1 (stereo unspecified)	28%[59 µM]	7%	4%	1	5%	32%	8%	1%	-4%
COc1cccc(CSc2nnnn2-c2ccc(O)cc2)c1	3%	-17%	3%	2	-13%	34%[activator]	2%	-8%	-8%
Cc1ccc(N2CCN(C(=O)c3c(C)oc4ncnc(N5CCOCC5)c34)CC2)c(C)c1	1%[59 µM]	0%	1%	-1	2%	50%[activator]	-4%	1%	1%[57.1 µM]
CCCc1cc(=O)[nH]c(SC/C=C/c2ccccc2)n1	nt	13%	-1%	-2	7%	48%[activator]	-5%	-3%	nt
CCOc1ccc(-c2n[nH]c(=S)o2)cc1	5µM*	1%	-11%	-3	0%	23%	8%	?	nt
CCOC(=O)Cc1nnc(NC(=O)CSc2ccc(Cl)cc2)s1	0%	3%	33%[activator]	-1	1%	64%	i	-14%	-6%
CC(NCc1ccc(N(C)C)cc1)C1CC2CCC1C2 (stereo unspecified)	50µM*	2%	-6%	7	47%[activator]	-21%	-9%	89µM*	?
O=C(CCOc1ccccc1)N(Cc1cccnc1)c1nc2c(F)cc(F)cc2s1	-21%[59 µM]	-2%	15%	8	-10%	39%	i	-18%	1%
CN(C(=O)NCc1noc2ccccc12)c1cccc(Cl)c1	-4%[59 µM]	1%	-2%	-2	9%	33%	15%	-14%	-14%
O=C(COc1ccc(Cl)cc1Cl)Nn1c(=S)[nH]c2ncccc2c1=O	12%	2%	44%[activator]	-3	12%	16%	2%	-3%	4%
CCCc1cc(=O)[nH]c(SCC(=O)N(CC)c2c(N)n(Cc3ccccc3)c(=O)[nH]c2=O)n1	?	13%	1%	3	-5%	37%	i	9%	5%
O=C(COC(=O)Cc1ccsc1)Nc1ccc(S(=O)(=O)N2CCOCC2)cc1	-16%	-12%	-6%	-1	11%	24%	-10%	-17%	9%
Brc1ccc(-c2nc3ncccn3c2NC2CCCCC2)o1	10µM*	-5%	2%	-6	-20%	?	-9%	-34%[57.1 µM]	-33%
COc1cccc(C(C)N(C)Cc2nc(COc3ccccc3)no2)c1 (stereo unspecified)	170%[activator]	1%	-4%	0	2%	74%[activator]	-8%	56%[activator]	45%[activator]
